IL1B cytotox = cytotoxicity in IL-1B stimulated HUVEC, primary screen, cytotoxicity control for IL-1B NFkB translocation project, imaging, Hoechst nuclear count, IL-1B stimulus; HUVEC cell count loss; cell count reduction, % at 2 µM; 94,000 tested, 0.41% active; AID 845, 2007;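 active = cell count reduction more than 3 SD above the screen-wide mean, cut at about 70% in these data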;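 also: normalized per plate to untreated control cells as the no-loss baseline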
CYP2C19 inhib = blockers of cytochrome P450 2C19 activity – biochemical, luminescence, ADME assay, primary screen; P33261; CYP2C19 Supersomes, luciferin-H EGE luminescence, 30 min; inhibition, % at 5 µM; 96,000 tested, 21% active;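 active = CYP2C19 inhibition above a set limit at 5 µM in the primary screen, cut at about 50% in these data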;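 also: plate controls were negative control wells for no effect and 2.5 mM tranylcypromine positive control for full effect; values of inactives mirror those of a sister screen read the other way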
Calb biofilm kill = clotrimazole potentiators killing Candida biofilms, primary screen, with clotrimazole, Alamar Blue | C. albicans biofilm + clotrimazole | inhibition, % at 6 µM | 85,000 tested, 0.14% active | AID 834, 2007;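 active = inhibition above 20%; inactive = inhibition below 20%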;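 also: preformed 24 hr biofilms exposed to compound for 48 hr; 0% = biofilm without compound and 100% = blank killed by clotrimazole plus chlorhexidine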
CYP2C9 inhib = blockers of cytochrome P450 2C9 activity – biochemical, luminescence, ADME assay, primary screen | P11712 | CYP2C9 Supersomes, luciferin-H conversion | inhibition, % at 5 µM | 96,000 tested, 20% active;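 active = blocking of liver enzyme CYP2C9 beyond about 50% at 5 µM, limit read from the data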; also: values of inactives mirror those of a sister screen read the other way
VCAM1 TNFa inh = inhibitors of TNFa-induced VCAM1 expression, primary screen, imaging, HUVEC, TNFa stimulus, immunofluorescence | inhibition, % at 2 µM | 95,000 tested, 0.48% active | AID 802, 2007 | HUVEC TNFa-induced VCAM-1 immunofluorescence, high-content imaging;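 active = inhibition above the batch mean plus 3 SD, with images confirmed as a hit by eye, cut at about 37% in these data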;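 also: 0% = TNF-stimulated DMSO wells and 100% = unstimulated control wells; not every result past the cut was called active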
TNFa cytotox = cytotoxicity in TNFa-stimulated HUVEC, primary screen, cytotoxicity control for VCAM1 expression modulator project, imaging, Hoechst nuclei count. cell count reduction, % at 2 µM. HUVEC TNFalpha-stimulated, Hoechst cell count. 93,000 tested, 0.17% active;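 active = cell count reduction exceeding the screen mean by over 5 SD, scaled to untreated wells per plate, cut at about 78% in these data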;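 also: cells counted after 24 h of TNF alpha exposure following the 1 h pretreatment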
CYP2C19 activ = human CYP2C19 activators, primary screen, biochemical, luminescence | Cytochrome P450 2C19 (Homo sapiens), P33261 | recombinant CYP2C19, luciferin-H EGE luminescence; hits give high values; 0 = fully inhibited enzyme, 1 = untreated enzyme | activation factor at 5 µM | 96,000 tested, under 10 active | AID 1025, 2008;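 active = activation factor of at least 2 at 5 µM in the primary screen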;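 also: 0 = wells with 2.5 mM tranylcypromine and 1 = vehicle-only wells; values of inactives mirror those of a sister screen read the other way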
hDAT+cocaine = changed hDAT dopamine uptake under cocaine IC80, either direction, primary screen, cocaine antagonist project, cell-based, LLC-PK1 hDAT, [14C]-dopamine uptake, MLSMR; AID 449768, 2010; B-score at 10 µM; LLC-PK1 hDAT cells, [14C]-dopamine uptake with cocaine IC80; actives deviate in either direction; 110,000 tested, 1.3% active; Sodium-dependent dopamine transporter (Homo sapiens), Q01959;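 active = Z score or B-score, a plate-position-corrected score, falls beyond the plate's 99.7% confidence bounds, in either direction; inactive = both scores lie inside the 99.7% bounds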;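 also: scored against the spread of the other compound wells on the same plate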
Target sequence (Q01959 whole entry, looked up): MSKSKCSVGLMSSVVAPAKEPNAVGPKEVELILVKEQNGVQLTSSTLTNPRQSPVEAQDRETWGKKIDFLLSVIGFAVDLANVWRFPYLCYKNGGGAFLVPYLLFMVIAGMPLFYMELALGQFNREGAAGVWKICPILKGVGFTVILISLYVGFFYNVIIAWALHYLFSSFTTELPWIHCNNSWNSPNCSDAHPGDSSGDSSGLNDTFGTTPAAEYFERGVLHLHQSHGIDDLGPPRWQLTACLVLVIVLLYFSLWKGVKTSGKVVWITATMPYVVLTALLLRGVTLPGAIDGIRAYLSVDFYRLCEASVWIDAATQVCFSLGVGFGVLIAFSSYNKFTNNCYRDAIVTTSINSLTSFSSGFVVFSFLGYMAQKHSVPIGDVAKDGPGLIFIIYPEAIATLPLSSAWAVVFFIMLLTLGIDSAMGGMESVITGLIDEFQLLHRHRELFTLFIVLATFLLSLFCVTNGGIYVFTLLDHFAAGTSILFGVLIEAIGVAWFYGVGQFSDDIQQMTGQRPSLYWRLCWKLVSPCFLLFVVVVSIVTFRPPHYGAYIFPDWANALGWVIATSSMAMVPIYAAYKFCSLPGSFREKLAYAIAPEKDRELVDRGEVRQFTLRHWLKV
CYP2C9 act = human CYP2C9 activators, primary screen, biochemical, luminescence; Cytochrome P450 2C9 (Homo sapiens), P11712; recombinant CYP2C9, luciferin-H conversion; hits give high values; factor 1 = untreated enzyme, 0 = blocked; activation factor at 5 µM; 96,000 tested, 1.4% active;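 active = activation factor of 2 or more for CYP2C9 at a 5 µM dose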;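 also: 0 = sulfaphenazole-blocked wells and 1 = vehicle-only wells; values of inactives mirror those of a sister screen read the other way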
Active calls of the source: *; x = not tested or not shown.

SMILES | IL1B cytotox | CYP2C19 inhib | Calb biofilm kill | CYP2C9 inhib | VCAM1 TNFa inh | TNFa cytotox | CYP2C19 activ | hDAT+cocaine | CYP2C9 act
COc1ccc(CCN2C(=O)CC(C(N)=O)SC2=Nc2ccccc2)cc1OC (stereo unspecified) | -56 | 68* | 10 | 19 | 6 | -14 | 0.3 | 1.5 | 0.8
Cc1cc(=O)n(CC=C(Cl)Cl)c2ccccc12 | -31 | 26 | 0 | 0 | 3 | -4 | 0.7 | -1.5 | 1
Cc1ccc(C(=O)C(C(=O)/C=C/c2ccccc2)=C2SCCCS2)cc1 | -23 | x | 10 | x | 26 | -14 | x | 0.7 | x
COc1cc(Cl)c(C)cc1NC(=O)CSc1ccc(C)cc1 | 19 | 9 | x | 11 | -10 | x | 0.9 | -0.49 | 0.9
O=C(NCCN1CCCCC1)c1c(O)c2ccccc2[nH]c1=O | x | 5 | 2 | 4 | x | x | 0.9 | -1.5 | 1
CCOc1ccc(N2C(=O)CC(N3CCC(O)(c4ccc(Br)cc4)CC3)C2=O)cc1 (stereo unspecified) | 7 | -8 | -3 | -2 | 7 | -8 | 1.1 | 0.00041 | 1
COc1ccc(OC)c(S(=O)(=O)NCC2CCCO2)c1 (stereo unspecified) | 8 | 20 | x | 2 | -29 | -7 | 0.8 | -0.52 | 1
O=C(Nc1ccccc1C(=O)N1CCNCC1)c1ccco1 | -8 | x | 2 | x | 4 | -11 | x | -0.97 | x
O=C1c2ccccc2-c2nc3ncnn3c(-c3ccccc3)c21 | -15 | x | 4 | x | 6 | 8 | x | x | x
O=C(NC1CCCCCCC1)C1CCCN(S(=O)(=O)c2cnc[nH]2)C1 (stereo unspecified) | -17 | 87* | 13 | 55* | 29 | -41 | 0.1 | -0.075 | 0.5
Cc1ccccc1NS(=O)(=O)c1ccc(NC(=O)c2ccco2)cc1 | -1 | 21 | 0 | 36 | 30 | -5 | 0.8 | -0.071 | 0.6
CC(C)(C)NC(=O)Cn1nnc(-c2ccccc2Cl)n1 | -188 | 45 | 3 | -43 | 4 | -26 | 0.6 | 0.00027 | 1.4
Cc1[nH]n(-c2ccc([N+](=O)[O-])cc2)c(=O)c1N=Nc1nc2ccccc2s1 | -14 | x | 3 | x | 52* | -4 | x | x | x
C/C(=N\O)C1/C(=N/O)CC2C1C2(C)C (stereo unspecified) | -4 | 4 | 8 | -2 | 10 | -34 | 1 | 0.032 | 1
Nc1ccc(O)c(-c2nc3ccccc3s2)c1 | -1 | 18 | -4 | 34 | 14 | -22 | 0.8 | -0.0083 | 0.7
COc1cccc(CNc2ccc3c(c2)ncn3C(C)C)c1OC | -8 | 86* | 2 | 64* | 5 | -5 | 0.1 | 0.17 | 0.4
CC(C)CNC(=O)c1cc2nc(C3CC3)cc(C(F)(F)F)n2n1 | 3 | x | 4 | x | 17 | -3 | x | 0.5 | x
Cc1ccc(O)c(C(=O)c2cnn(C(=O)Cc3csc(C)n3)c2)c1 | x | 28 | -2 | 77* | x | x | 0.7 | 0.0026 | 0.2
CCCn1c(=O)c(C(=O)Nc2nnc(CC)s2)c(O)c2ccccc21 | x | -12 | 3 | 17 | x | x | 1.1 | x | 0.8
CCCc1ccc(OCc2ccc(C(=O)O)o2)c(OC)c1 | 39 | -2 | -2 | -12 | 6 | -3 | 1 | 1.3 | 1.1
CCn1ccnc1C(O)c1cccc(OC)c1 (stereo unspecified) | 18 | 52* | 7 | -10 | -9 | -11 | 0.5 | -1.3 | 1.1
COc1ccccc1NC(=O)N(Cc1cc2cc(OC)c(OC)cc2[nH]c1=O)CC1CCCO1 (stereo unspecified) | -20 | 0 | 6 | 4 | -10 | -13 | 1 | 1.1 | 1
COC(=O)CSC1=C(C#N)C(c2sccc2C)CC(=O)N1 (stereo unspecified) | -48 | x | x | x | 4 | 6 | x | -1.2 | x
COc1ccc(NCC(=O)Nc2ccc(C#N)cc2)cc1Cl | 5 | 69* | x | 69* | 7 | -14 | 0.3 | 0.66 | 0.3
CCN(CC)CCCNS(=O)(=O)c1ccc(OC)cc1 | -59 | 3 | 7 | 7 | 16 | 1 | 1 | 0.029 | 0.9
CCNc1ccccc(C(=O)/C=C/c2ccc3c(c2)OCO3)c1=O | -1 | 85* | x | 37 | 8 | -12 | 0.1 | 0.38 | 0.6
Nc1ccnn1Cc1cccnc1 | -16 | 1 | 3 | 23 | 0 | -5 | 1 | -0.045 | 0.8
Cc1cccc(NS(=O)(=O)c2cccc3nsnc23)c1 | -8 | 76* | 8 | 13 | 8 | 2 | 0.2 | 0.023 | 0.9
N#CCCCCn1c(-c2cncs2)nc2ccccc21 | -28 | 56* | 4 | -9 | 1 | -10 | 0.4 | 0.57 | 1.1
CN(c1ccccc1C(=O)Nc1ccc(S(=O)(=O)N2CCCCC2)cc1)S(C)(=O)=O | 94* | -12 | 6 | 16 | 16 | 5 | 1.1 | -0.0012 | 0.8
N#CCSc1nnc(-c2ccc(S(=O)(=O)N3CCOCC3)cc2)n1CC1CCCO1 (stereo unspecified) | 0 | 7 | 7 | 40 | -2 | -21 | 0.9 | -0.68 | 0.6
Cc1cc(Nc2ccccc2)n(CCO)n1 | -3 | 6 | -3 | 17 | 10 | 6 | 0.9 | -0.074 | 0.8
O=C(CSc1oc(-c2cccs2)nc1S(=O)(=O)c1ccc(F)cc1)NCC1CCCO1 (stereo unspecified) | -1 | 64* | 6 | 50 | 8 | -39 | 0.4 | -1 | 0.5
CCn1c(=O)cc(SCC(=O)Nc2ccc3c(c2)OCO3)c2ccccc21 | -26 | 71* | 3 | -17 | x | x | 0.3 | 0.41 | 1.2
Cc1c(C(=O)N/N=C/c2ccccc2)sc(=S)n1C | 15 | -2 | x | 12 | 9 | -15 | 1 | -0.19 | 0.9
c1ccc(CN2CCN(c3ncccn3)CC2)nc1 | -8 | 54* | 7 | 42 | 13 | 0 | 0.5 | x | 0.6
C=CCOC(=O)C1=C(C)Nc2nnnn2C1c1cccc(OC)c1OC (stereo unspecified) | x | 59* | -3 | 83* | x | x | 0.4 | 0.24 | 0.2
CCN(CC)S(=O)(=O)c1ccc2c(c1)nc(SCC(N)=O)n2-c1ccc(OC)cc1 | 14 | 30 | 5 | 49 | 16 | -9 | 0.7 | -0.082 | 0.5
CC(C)CC(=O)Nc1ccc(C(=O)COc2ccc(-c3nnco3)cc2)cc1 | 8 | 72* | 9 | 93* | 17 | -3 | 0.3 | 1.2 | 0.1
COC(=O)C1C(O)=C(C=NCc2ccccc2)C(=O)CC1(C)C (stereo unspecified) | -2 | 16 | 0 | 12 | 13 | 1 | 0.8 | 0.34 | 0.9

Laid out differently: 6 of the compounds above.
| Molecule | IL1B cytotox | CYP2C19 inhib | Calb biofilm kill | CYP2C9 inhib | VCAM1 TNFa inh | TNFa cytotox | CYP2C19 activ | hDAT+cocaine | CYP2C9 act |
| --- | --- | --- | --- | --- | --- | --- | --- | --- | --- |
| N#CCSc1nnc(-c2ccc(S(=O)(=O)N3CCOCC3)cc2)n1CC1CCCO1 (stereo unspecified) | 0 | 7 | 7 | 40 | -2 | -21 | 0.9 | -0.68 | 0.6 |
| Cc1c(C(=O)N/N=C/c2ccccc2)sc(=S)n1C | 15 | -2 | x | 12 | 9 | -15 | 1 | -0.19 | 0.9 |
| c1ccc(CN2CCN(c3ncccn3)CC2)nc1 | -8 | 54* | 7 | 42 | 13 | 0 | 0.5 | x | 0.6 |
| CCN(CC)S(=O)(=O)c1ccc2c(c1)nc(SCC(N)=O)n2-c1ccc(OC)cc1 | 14 | 30 | 5 | 49 | 16 | -9 | 0.7 | -0.082 | 0.5 |
| COC(=O)C1C(O)=C(C=NCc2ccccc2)C(=O)CC1(C)C (stereo unspecified) | -2 | 16 | 0 | 12 | 13 | 1 | 0.8 | 0.34 | 0.9 |
| CC(C)CC(=O)Nc1ccc(C(=O)COc2ccc(-c3nnco3)cc2)cc1 | 8 | 72* | 9 | 93* | 17 | -3 | 0.3 | 1.2 | 0.1 |

More results
SMILES | IL1B cytotox | CYP2C19 inhib | Calb biofilm kill | CYP2C9 inhib | VCAM1 TNFa inh | TNFa cytotox | CYP2C19 activ | hDAT+cocaine | CYP2C9 act
CCn1c(SCc2ccccc2Cl)nc2ccccc21 | -23 | 39 | 5 | -19 | 11 | -19 | 0.6 | 0.17 | 1.2
COc1ccc(-c2nnn(Cc3nc(N)nc(N4CCCCC4)n3)n2)cc1 | x | 65* | 4 | 17 | x | x | 0.3 | -0.26 | 0.8
COc1cccc(C(=O)Nc2ccccc2C(=O)N2CCCC2)c1 | -14 | 54* | 7 | -8 | 8 | -7 | 0.5 | 0.34 | 1.1
Cc1ccc(/C=c2\sc3nc(-c4ccco4)nn3c2=O)o1 | -1 | 22 | 6 | -16 | 20 | -1 | 0.8 | -1.2 | 1.2
C=CCn1nnc2sc3c(c2c1=O)CCC(C)C3 (stereo unspecified) | -47 | 97* | 6 | 49 | 6 | -10 | 0 | -0.65 | 0.5
COC(=O)C(CCSC)NC(=O)CNS(=O)(=O)c1ccc(Cl)cc1 (stereo unspecified) | -7 | 21 | x | 22 | -2 | 12 | 0.8 | -0.53 | 0.8
CCOC(=O)c1csc(Nc2nc3ccc(F)cc3s2)n1 | 1 | -23 | x | -12 | 8 | -15 | 1.2 | x | 1.1
O=C(O)COc1cccc2nsnc12 | -29 | 17 | 1 | 18 | -2 | -9 | 0.8 | -0.12 | 0.8
COc1ccc(CC(=O)Nc2c3c(nn2-c2cccc(C)c2C)CS(=O)(=O)C3)cc1 | -94 | 9 | 11 | -6 | -10 | -22 | 0.9 | 0.93 | 1.1
O=C(Nc1cc(C(F)(F)F)ccc1-n1cncn1)c1ccc(Cl)cc1 | 4 | 74* | 0 | 22 | 2 | -15 | 0.3 | -0.043 | 0.8
CCCc1ccc(OCc2ccc(C(=O)OC)o2)c(OC)c1 | -1 | 36 | 4 | 41 | -12 | -14 | 0.6 | -1.2 | 0.6
COc1cc2[nH]c(=S)nc(NCC3CCCO3)c2cc1OC (stereo unspecified) | 16 | 12 | 3 | 11 | 24 | 7 | 0.9 | -0.68 | 0.9
O=S(=O)(NCC1OCCc2ccccc21)c1ccc(S(=O)(=O)N2CCOCC2)cc1 (stereo unspecified) | 4 | 11 | 6 | 1 | 2 | 10 | 0.9 | -1.5 | 1
O=C(COC(=O)CCOc1ccccc1)Nc1ccc(Cl)cn1 | 0 | 10 | 8 | 6 | 7 | 27 | 0.9 | -0.48 | 0.9
CCOC(=O)Cn1c(C)c(Br)c(=O)c2cccc(C)c21 | -5 | -5 | 6 | -4 | 15 | -27 | 1.1 | -0.41 | 1

High-throughput results as filed in PubChem BioAssay.
